High-throughput results as filed in PubChem.
HER2 expr 66K = inhibitors of human Her2 kinase expression | HER2 level % of control, % at 10 µM | AID 645 | P04626 | 65,000 tested, 0.69% active | SKBR-3 HER2 protein level, AlphaScreen, 18-24 h; stronger effect = lower value;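 active means HER2 level under 5% of the carrier-only control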;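 further: 100% = DMSO carrier and 0% = 500 nM PU-H71 HSP90 inhibitor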
HTR1E agonist = activates the human 5-HT1E serotonin receptor; activation, % at 6 µM; 65,000 tested, 0.69% active; P28566; CHO 5-HT1E Ga15 NFAT-bla reporter, FRET; 0% DMSO wells, 100% control agonist wells;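 active means activation above a set limit, the screen-wide mean activation plus 3 SD, cut at about 8.5% in these data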;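 further: 100% = positive control agonist at 1 µM giving full maximal response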
Target sequence (P28566 whole entry, looked up): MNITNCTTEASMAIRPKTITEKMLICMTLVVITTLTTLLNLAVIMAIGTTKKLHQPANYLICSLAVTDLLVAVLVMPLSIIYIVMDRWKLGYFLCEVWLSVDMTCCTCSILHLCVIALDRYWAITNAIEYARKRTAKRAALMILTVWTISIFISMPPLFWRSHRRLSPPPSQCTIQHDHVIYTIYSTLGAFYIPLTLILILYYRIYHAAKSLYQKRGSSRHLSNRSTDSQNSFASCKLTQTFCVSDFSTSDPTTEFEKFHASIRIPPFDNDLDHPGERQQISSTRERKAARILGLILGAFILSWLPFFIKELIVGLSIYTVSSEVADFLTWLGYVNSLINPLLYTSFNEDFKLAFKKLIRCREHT
5HT1E antag = blocks the human 5-HT1E serotonin receptor. P28566. 65,000 tested, 0.99% active. AID 571. inhibition, % at 6 µM. CHO 5-HT1E Ga15 NFAT-bla reporter, FRET, antagonist;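 active means inhibition above a set limit, the mean inhibition across every tested compound plus 3 SD, cut at about 29% in these data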;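 further: signal is the 460 over 535 nm emission ratio of beta-lactamase substrate; 0% = agonist plus DMSO wells and 100% = wells without agonist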
HEK293 NFkB inh = lowers PMA/ionomycin-induced NF-kB signal in HEK293 cells; HEK-293 NF-kB luciferase reporter, luminescence; inhibition, % at 3 µM; 62,000 tested, 0.21% active;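 active means inhibition above the mean of all tested compounds plus 3 SD, cut at about 40% in these data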;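 further: 0% = stimulated DMSO wells and 100% = 10 µM reference inhibitor 5653914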
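System – HEK-293 cells with stable firefly luciferase reporter driven by four HIV NF-kB elements · Doses – one dose, 3 µM · Schedule – 1 h compound pre-incubation, 16 h PMA/ionomycin at 37 °C · Technique – luminescence from luciferase substrate reagent · Measure – percent inhibition normalized per plate to DMSO and reference-inhibitor controls · Replicates – tested once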
Jurkat viability = cytotoxic compounds reducing Jurkat cell viability; Jurkat E6.1 viability, ATP luminescence, 48 h; 56,000 tested, 1.2% active; AID 463; inhibition, % at 4 µM;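 active means inhibition above the mean inhibition of all tested compounds plus 3 SD, cut at about 28% in these data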
S1P3 agonist = S1P3 (human) receptor agonism; AID 373; 60,000 tested, 0.1% active; S1P3 NFAT-BLA reporter cells, FRET ratio; relative to 1 µM S1P, basal subtracted; activation, % at 4.5 µM;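 active means activation above the screen-wide mean plus 3 SD, cut at about 4.5% in these data, passing the limit was not always enough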; further: some compounds called inactive have numbers as strong as hits
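Benchmarks: high control 1 µM S1P / System: stable CHO line with human S1P3, Gα16, NFAT-BLA reporter / Dosing: single compound concentration, 4.5 µM final / Timing: 4 h compound at 37 °C, 2 h substrate at RT / Measured by: FRET β-lactamase substrate fluorescence, excitation 405 nm, 460/535 nm emission ratio, background-subtracted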
S1P1 ag pot = S1P1 (human) agonism or agonism potentiation | activation, % at 9.5 µM | P21453 | S1P1 CRE-bla cells, forskolin, beta-lactamase FRET, potentiator mode; S1P1 agonist co-added at EC20, 2 nM; 100% = saturating reference agonist, 0% = basal | 56,000 tested, 0.57% active | AID 449;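 active means activation above a cutoff set at the mean activation of all tested compounds plus 3 SD, cut at about 54% in these data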;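 further: forskolin at 4 µM as EC80 and the EC20 agonist is SEW2871; 100% = SEW2871 at its EC100 plus forskolin at EC80; some compounds past the cut are filed as inactive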
M1 antagonist = antagonists of rat M1 muscarinic receptor. P08482. CHO-M1 cells, Fluo-4 calcium, ACh EC80 antagonist mode; stronger effect = lower value. B-score at 10 µM. 64,000 tested, 3.4% active;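 active means calcium fluorescence response, raw or row-and-column corrected B-score, differing from the plate sample mean either way at a set confidence level, mostly lower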
Target sequence (P08482 whole entry, looked up): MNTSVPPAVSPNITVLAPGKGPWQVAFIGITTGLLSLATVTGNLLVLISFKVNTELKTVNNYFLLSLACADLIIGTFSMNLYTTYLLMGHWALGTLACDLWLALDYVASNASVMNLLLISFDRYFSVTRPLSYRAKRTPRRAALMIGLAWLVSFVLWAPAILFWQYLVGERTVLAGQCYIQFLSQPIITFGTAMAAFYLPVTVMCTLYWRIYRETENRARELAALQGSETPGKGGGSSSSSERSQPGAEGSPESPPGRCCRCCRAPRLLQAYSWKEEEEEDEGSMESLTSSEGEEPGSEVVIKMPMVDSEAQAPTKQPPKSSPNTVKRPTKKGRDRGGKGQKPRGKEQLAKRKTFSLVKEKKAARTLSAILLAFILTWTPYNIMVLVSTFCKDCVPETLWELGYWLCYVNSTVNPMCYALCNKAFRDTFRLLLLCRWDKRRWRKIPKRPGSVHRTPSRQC
M1 ag = M1 muscarinic receptor agonism; B-score at 10 µM; CHO-M1 cells, Fluo-4 calcium fluorescence, agonist mode; stronger effect = higher value; 64,000 tested, 3% active;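 active means fluorescence rise, raw or as B-score row- and column-corrected plate score, outside the 99.7% band of its plate's samples, either direction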
* = called active by the depositor; . = no result given.

Results follow in this order: HER2 expr 66K | HTR1E agonist | 5HT1E antag | HEK293 NFkB inh | Jurkat viability | S1P3 agonist | S1P1 ag pot | M1 antagonist | M1 ag
COCCn1c(CN(Cc2ccccc2)Cc2ccccc2)nc2c1c(=O)n(C)c(=O)n2C
  . | 0.6 | 10 | 13 | 1 | -0.6 | -1 | 0.0024 | 0.66
Cc1cc(C)c2c(n1)nn1c(N3CCN(Cc4ccccc4)CC3)cc(C)nc21
  81 | 1.3 | 0 | 10 | -3 | -0.8 | -27 | -2 | 0.27
Cc1oc2c(CN3CCCC3)c(O)ccc2c(=O)c1-c1ccc(Br)cc1
  115 | -0.1 | -2 | 13 | 0 | -0.3 | -16 | 1.6 | 0.11
COc1ccc(-c2nn3c(-c4ccncc4)nnc3s2)cc1OC
  73 | -0.9 | 4 | 4 | -6 | -0.7 | 22 | 0.48 | 0.8
O=C(CCCn1c(=O)c2ccccc2n(CC(=O)NCc2ccco2)c1=O)NCc1ccco1
  95 | 0.2 | -11 | 9 | 4 | -0.8 | -3 | . | .
Cc1ccc(C)c(S(=O)(=O)Nc2ccc3scnc3c2)c1
  67 | 0.0 | 10 | 8 | 92* | -0.6 | . | 0.45 | 0.87
Nc1nc(NC(=O)CCCC(=O)O)nn1-c1ccccc1
  79 | -0.6 | 4 | 8 | -3 | -0.4 | 6 | 1.2 | 0.54
O=C(Nc1ccc(-c2noc(COc3ccccc3Cl)n2)cc1)c1ccco1
  80 | -2.3 | 21 | -5 | . | . | . | 1.9 | -3.2
COc1cc(C)nc(Oc2ccc(=O)[nH]n2)n1
  132 | -0.3 | -2 | . | . | -2.7 | -6 | 0.89 | 0.035
Nc1cc(Br)c(N)c(Br)c1
  98 | -1.1 | 8 | 27 | 6 | -0.1 | 10 | 1 | -0.79
Cn1c(Cn2c(=O)sc3ccccc32)nnc1SCC(N)=O
  109 | 1.1 | -1 | 12 | -15 | 0.1 | -8 | -0.3 | -0.19
COc1ccc(CN2CCN(C(=O)c3cccs3)CC2)cc1
  60 | 1.7 | -7 | 11 | 2 | -0.3 | -25 | 0.2 | -0.0043
COc1cc2c(c(O)c1OC)C(=O)C(OC)CCC2 (centres undefined)
  89 | 0.8 | 4 | 10 | 4 | -0.6 | . | -0.0017 | -0.1
COc1ccc(NC(=O)Cc2nc3ccccc3[nH]2)cc1
  100 | 0.7 | -2 | 13 | 7 | -0.7 | -18 | -0.32 | 0.4
O=C(CNCC1CCCO1)N1CCCc2ccccc21 (centres undefined)
  88 | 0.0 | -7 | 13 | 10 | -0.2 | -1 | -0.22 | -0.36
Cn1c(=O)c2c(nc(NCc3ccccc3)n2Cc2ccc(F)cc2)n(C)c1=O
  73 | 0.6 | -7 | 6 | 7 | -0.5 | -33 | 0.81 | -1.9
COc1ccc(C2(O)CCN(C(=O)NC3CCCCC3)CC2)cc1
  116 | -0.6 | 4 | 1 | 4 | -0.3 | -4 | -0.021 | -0.86
CC(=O)Nc1cccc(-c2nnc(SCC(=O)N3CCCCC3)n2C)c1
  . | 0.9 | -11 | 14 | 2 | -0.4 | . | 0.5 | 1.6
C=CCOc1ccc(CN(C)CC(=O)N(CC(C)C)c2c(N)n(CC(C)C)c(=O)[nH]c2=O)cc1
  88 | -0.3 | -3 | 6 | -2 | -0.2 | -11 | 0.62 | 0.054
COc1ccc(C(=O)C(CN2CCCC2)c2ccccc2)cc1 (centres undefined)
  -6.9* | -0.3 | 2 | . | . | -4.7 | 48 | -7.4* | 0.00053
O=C(CSc1nnnn1C1CCCCC1)NCCc1ccccc1
  70 | 0.8 | 8 | -2 | -5 | 0.1 | 11 | 0.24 | -0.38
Cc1cc(C)n(C(=O)CNC(=O)CCc2ccccc2)n1
  162 | 0.3 | 2 | . | . | -1.6 | 2 | 0.62 | 0.0051
Cc1ccc(O)c(NC(=O)C2CC(c3c(F)cccc3Cl)=NO2)c1 (centres undefined)
  91 | 0.9 | -2 | 14 | . | . | . | -0.013 | 0.44
CC(C)Oc1cccc(C(=O)Nc2ccc(NC(=O)c3ccco3)cc2)c1
  85 | -1.0 | -3 | -2 | -6 | -0.6 | 9 | 1.8 | 0.5
Cc1ccccc1Cn1nc(C)c(NC(=O)c2nc3n(n2)C(C(F)F)CC(C)N3)c1C (centres undefined)
  99 | -0.8 | 3 | 5 | 0 | -0.3 | . | 0.16 | 0.15
C=CCn1c(SC/C=C/c2ccccc2)nnc1-c1sc(N)nc1C
  71 | -0.3 | -3 | 9 | -2 | -0.6 | . | 0.35 | -0.094
Cc1ccc(C)c(Cn2nnc3c(=O)[nH]c(C(=O)NCC4CCCO4)nc32)c1 (centres undefined)
  83 | 0.4 | -4 | 1 | 9 | 2.0 | 10 | . | .
COC(=O)c1ccc(OCC(O)CN(CCO)CCO)cc1 (centres undefined)
  109 | -0.1 | -16 | 10 | 11 | -0.8 | -14 | -0.39 | 0.26
O=c1[nH]c2cc3c(cc2cc1C(c1nnnn1CC1CCCO1)N1CCCCCC1)OCO3 (centres undefined)
  108 | 0.4 | -3 | 18 | -10 | -0.1 | -2 | 0.26 | -0.082
CCOCCOc1nc2c(c(=O)n(C)c(=O)n2C)n1CCc1ccccc1
  86 | 0.1 | -6 | 24 | 3 | 0.0 | 2 | 0.28 | 0.39
O=C(NCc1ccccn1)Nc1cccc(NC(=O)NCc2ccccn2)c1
  76 | 2.3 | -2 | -6 | -2 | -0.9 | 11 | . | .
CCCc1nc2n[nH]c(N)c2c2c1CCC2
  220 | -0.4 | 4 | -9 | . | . | . | -0.55 | 1.5
COC(=O)c1ccc(COc2ccc3c4c(c(=O)oc3c2)CCC4)o1
  114 | -0.2 | -1 | -10 | -4 | -0.4 | . | -1 | -0.51
O=C(c1ccco1)N(Cc1cc2ccccc2[nH]c1=O)C1CCCCC1
  101 | 0.4 | -2 | 1 | -2 | -0.3 | -21 | -0.19 | -0.17
Cc1cc(C)nc(N(C#N)CC(=O)Nc2ccccc2)n1
  97 | 0.0 | 6 | 1 | 2 | -0.7 | -10 | -0.041 | -0.29
COc1ccc(Cc2nnc(NC(=O)Cc3cccs3)s2)cc1
  137 | -0.6 | 4 | 10 | -3 | -1.1 | -57 | 1.5 | 2.3
Cc1ccc(-c2noc(CN(C(=O)C34CC5CC(CC(C5)C3)C4)C(C)C)n2)cc1
  96 | 0.4 | 4 | 6 | -1 | -0.5 | 1 | -0.02 | 0.012
O=C(CSc1nnc(-c2cccnc2)n1Cc1ccco1)N1CCc2ccccc21
  110 | -0.5 | 20 | 3 | -1 | -0.9 | 26 | -0.079 | 0.12
CCCCN1c2cc(C)c(O)cc2C(C(=O)OCC)C1C (centres undefined)
  108 | 0.5 | 4 | 19 | 7 | -1.1 | 24 | -0.04 | 0.54
CC(=O)N1CC2(C)CN(C(C)=O)CC(C)(C1)C2
  91 | -0.4 | 8 | -10 | -7 | -0.9 | . | 1.1 | -0.33
COc1cccc(-c2nnn(CC(=O)NC3CCCC3)n2)c1OC
  199 | 0.0 | 7 | 2 | . | . | . | -0.68 | 0.062
O=c1sc2ccccc2n1CCOc1ccccc1
  173 | -0.3 | -3 | -9 | . | . | . | -0.29 | 0.62
CCOC(=O)c1cc(C)[nH]c(=S)c1C#N
  90 | 0.2 | 3 | 17 | 6 | 0.2 | -10 | -0.2 | 0.92
CCCCCC(=O)OC(CN1CCCCC1)CN1CCCC1=O (centres undefined)
  111 | -0.7 | -6 | 4 | -4 | 0.3 | 7 | 0.11 | 0.85
Cc1ccc(S(=O)(=O)Nc2ccc3oc(=O)sc3c2)c(C)c1
  76 | 0.1 | 0 | 17 | -4 | -0.2 | 18 | -0.69 | -0.56
C[C@]12CC[C@@H]3c4ccc(OS(=O)(=O)O)cc4CC[C@H]3[C@@H]1CCC2=O
  86 | 0.2 | 2 | . | . | -3.1 | -7 | 0.43 | -0.22
CC(C)N1C[C@@]23C=C[C@@H](O2)C(C(=O)OCc2ccccc2)[C@H]3C1=O (some centres undefined)
  92 | 0.1 | -11 | 11 | -4 | 0.3 | -7 | 0.087 | 1.8
COC(=O)C1CCCN1S(=O)(=O)c1ccc2ccccc2c1 (centres undefined)
  80 | 0.1 | -1 | 16 | 5 | -2.6 | 8 | -0.13 | 0.61
Cc1ccc2c(c1)c(C)cc(=O)n2CCC(=O)O
  68 | 0.6 | 0 | 5 | -6 | -0.1 | -12 | -0.97 | 0.62
COC(=O)CCSc1nccn1Cc1ccccc1
  105 | -0.1 | -3 | 16 | -4 | -0.3 | 3 | 0.33 | -0.61
O=C(Cn1cnc2c(nnn2Cc2ccc(F)cc2)c1=O)NCc1ccc2c(c1)OCO2
  105 | -0.4 | 11 | -4 | -2 | -1.4 | 13 | 0.17 | 0.95
Cc1nn(-c2ccccn2)c(C)c1Oc1ccccc1O
  70 | -0.4 | 3 | 10 | -1 | -0.4 | 0 | -0.78 | -0.0028
COc1ccc(S(=O)(=O)N2CCCC2C(=O)Nc2ccc(O)cc2)cc1 (centres undefined)
  85 | 0.8 | -2 | 6 | 6 | -0.3 | -14 | 0.088 | -0.56
Cc1onc(-c2c(F)cccc2Cl)c1C(=O)Nc1nnc(C2CC2)s1
  96 | -0.4 | 3 | 12 | 12 | -0.9 | 10 | -4.1* | 1.1
N#CCCN1CCN(S(=O)(=O)c2ccc(S(=O)(=O)NCC3CCCO3)cc2)CC1 (centres undefined)
  100 | 1.2 | 3 | -2 | 6 | -0.7 | -7 | 0.83 | 0.18
COc1cc(/C=N/n2c(C)nnc2C)cc(OC)c1OC
  80 | -0.8 | -6 | . | . | -2.5 | 14 | -0.89 | 0.94
COc1ccccc1-c1cc(C(=O)Nc2ccccc2SC)no1
  80 | 0.4 | 0 | 4 | -6 | -0.5 | 94* | -0.046 | 1.7
COc1cc(C(=O)NC2CC3CCCC(C2)N3C2CC2)cc(OC)c1OC (centres undefined)
  112 | -0.1 | 3 | -2 | -11 | 0.9 | 12 | 0.37 | 0.93
COc1ccc(OC)c(-n2c(O)cnc2Nc2nc(C)cc(C)n2)c1
  114 | -0.6 | 4 | 6 | -2 | 0.3 | -23 | 0.46 | 0.0089
CC(C)c1ccc(OCC(=O)NCc2ccco2)cc1
  127 | -0.7 | 3 | 24 | 5 | -0.8 | -16 | -0.086 | 1.4

Whole records, quoted from the list. Values in the order: HER2 expr 66K	HTR1E agonist	5HT1E antag	HEK293 NFkB inh	Jurkat viability	S1P3 agonist	S1P1 ag pot	M1 antagonist	M1 ag
COC(=O)c1ccc(COc2ccc3c4c(c(=O)oc3c2)CCC4)o1 as listed: 114	-0.2	-1	-10	-4	-0.4	.	-1	-0.51
CC(C)N1C[C@@]23C=C[C@@H](O2)C(C(=O)OCc2ccccc2)[C@H]3C1=O (some centres undefined) as listed: 92	0.1	-11	11	-4	0.3	-7	0.087	1.8
